Bioassay records deposited in PubChem BioAssay by Emory University Molecular Libraries Screening Center.
14-3-3 PPI = modulators of 14-3-3 gamma protein binding, primary screen, biochemical, fluorescence polarization; 14-3-3 protein gamma (Homo sapiens), P61981; FP, 14-3-3gamma / TMR-pS259-Raf peptide binding; inhibition, % at 40 µM; actives 0.19% (n = 160,000); AID 422, 2006; in the data active = inhibition above about 30%;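 note: 0% = protein plus tracer without compound and 100% = blank with tracer alone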
Target sequence (P61981 whole entry, looked up): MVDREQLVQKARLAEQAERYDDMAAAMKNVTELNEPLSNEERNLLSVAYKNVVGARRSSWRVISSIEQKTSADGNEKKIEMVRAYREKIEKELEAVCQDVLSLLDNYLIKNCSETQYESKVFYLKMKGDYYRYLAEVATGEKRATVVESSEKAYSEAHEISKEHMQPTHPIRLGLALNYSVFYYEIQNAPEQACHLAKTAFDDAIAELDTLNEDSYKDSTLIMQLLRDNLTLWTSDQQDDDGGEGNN
* hit, by the source's call; & = joins results of further samples. Not all compounds are listed; the hit share may differ from the screen's.

14-3-3 PPI | SMILES
-4.5 | O=C(Nc1ccc(S(=O)(=O)Nc2nccs2)cc1)c1cc2ccccc2c(=O)o1
0.4 | Cc1cccc(-n2nc3c(c2NC(=O)c2ccccc2Cl)CS(=O)(=O)C3)c1C
-8.5 | COc1ccc(OC)c(C2/C(=C(\O)c3c(C)nc4ccccn34)C(=O)C(=O)N2CCCN(C)C)c1 (stereo not drawn)
-5.5 | O=C(CCCn1c(=S)[nH]c2cc3c(cc2c1=O)OCO3)N1CCN(C2CCCCC2)CC1
3.0 | CC(C)c1ccc(C2N3CC4(C)CN2CC(C)(C3)C4O)cc1 (stereo not drawn)
-9.6 | COc1ccc(CCNC(=O)c2cc(-c3ccccc3)on2)cc1OC
-3.4 | CCCc1cc(=O)[nH]c(Nc2ccc(N3CCCCC3)cc2)n1
1.4 | COc1ccc(-c2nnc(SCc3ccccc3)n2N)cc1
-29.4 | O=[N+]([O-])c1ccc(C=Nc2ccccc2)o1
2.3 | Cc1ccc(S(=O)(=O)Cn2nnnc2C(c2ccc(F)cc2)N2CCC(C(N)=O)CC2)cc1 (stereo not drawn)
3.9 | COc1ccc(CC(=O)N2N=C(C)CC2(O)c2ccccc2)cc1OC (stereo not drawn)
-4.6 | CCCn1c(=N)n(CCO)c2ccccc21
-5.5 | CC1(C)Cc2noc(N)c2C(C)(C)N1OC(=O)c1ccccc1
-19.7 | CCN(CC)C(=O)c1sc(NC(=O)c2ccoc2C)c(C(=O)OC)c1C
0.1 | COc1ccc(C(c2sc3nc(C)nn3c2O)N2CCCCC2)cc1 (stereo not drawn)
-1.9 | CCc1ccc(CCC(=O)Nc2nnc(CC)s2)o1

In another format: 4 of the compounds above.
O=[N+]([O-])c1ccc(C=Nc2ccccc2)o1
- 14-3-3 PPI = -29.4
Cc1ccc(S(=O)(=O)Cn2nnnc2C(c2ccc(F)cc2)N2CCC(C(N)=O)CC2)cc1 (stereo not drawn)
- 14-3-3 PPI = 2.3
COc1ccc(CC(=O)N2N=C(C)CC2(O)c2ccccc2)cc1OC (stereo not drawn)
- 14-3-3 PPI = 3.9
CCCn1c(=N)n(CCO)c2ccccc21
- 14-3-3 PPI = -4.6

The list continues:
14-3-3 PPI | SMILES
-4.3 | N[C@H](C(=O)O)[C@H](O)C(=O)O
6.7 | Cc1c(C(=O)NCc2ccccc2Cl)sc2ncnc(N3CCOCC3)c12
-0.8 | CC(C)N(C)C1CCN(C(=O)Nc2ccc(Cl)c(Cl)c2)CC1
-17.3 | O=C(c1ccc2c(=O)n(Cc3ccc4c(c3)OCO4)c(=S)[nH]c2c1)N1CCC(N2CCCCC2)CC1
-5.7 | Brc1ccc(-c2csc(Nc3ncccn3)n2)cc1
-12.5 | COC(=O)c1sc(S(=O)(=O)Nc2ccc3cn[nH]c3c2)c(C(=O)OC)c1C
-1.0 | Cc1cc(=O)[nH]c(/N=C(\N)Nc2cccc(Cl)c2)n1
-4.6 | COc1cccc(CNC(=O)CNS(=O)(=O)c2cccc3nonc23)c1
4.4&-3.4 | COc1ccc(C)cc1NC(=O)CN1CCN(S(=O)(=O)c2ccc(F)cc2)CC1
7.8 | O=C(CCCN1C(=O)CCC1=O)Nc1cccc(C(F)(F)F)c1
-0.8 | N#Cc1ccc(NS(=O)(=O)c2cc(C(=O)Nc3ccccc3)ccc2Br)cc1
-11.5 | O=C(NC1CCCc2ccccc21)C1CCC(CNS(=O)(=O)c2ccc(Br)s2)CC1 (stereo not drawn)
-0.1 | COc1ccccc1NC(=O)N1CCCC1C(=O)Nc1nnc(C(C)C)s1 (stereo not drawn)
-7.6 | COC(=O)Cc1cc(=O)[nH]c(N=C(N)Nc2ccc(C)cc2C)n1
2.6 | O=C(NCCO)c1ccc(-c2nnc(N3CCOCC3)c3ccccc23)cc1
-2.5 | COc1cc2c(cc1OC)C(C(=O)N1CCN(c3ccccc3)CC1)C(c1ccc(SC)cc1)N(C)C2=O (stereo not drawn)
-3.6 | CC(C)(C)NC(=O)NC(=O)Cn1cc(C(F)(F)F)ccc1=O
-9.8 | O=C(Nc1c2c(nn1-c1ccc(Cl)cc1)CS(=O)(=O)C2)C1CC1
-0.4 | C=CCN1C(=O)c2oc3ccccc3c(=O)c2C1c1ccc(O)c(OC)c1 (stereo not drawn)
-11.3 | CCC(Sc1nc2ccccc2c(=O)n1CC1CCCO1)C(=O)NCc1cccnc1 (stereo not drawn)
-2.4 | Cc1ccccc1-n1c(=O)cc(N2CC(C)OC(C)C2)[nH]c1=O (stereo not drawn)
0.2 | Cc1ccc(C2=NCCNC2=O)c(C)c1
0.7 | COc1ccc(-c2c[n+]3c(n2-c2ccccc2)CCCCC3)cc1
-1.6 | COc1ccc(S(=O)(=O)N2CCN(S(=O)(=O)c3ccc(NC(C)=O)cc3)CC2)cc1
1.5 | CNc1nc2c(c(=O)[nH]c(=O)n2C)n1Cc1ccc(F)cc1
-10.0 | O=[N+]([O-])c1ccc(C2Nc3ccc(Br)cc3C3C=CCC32)cc1 (stereo not drawn)
-6.9 | COCCNC(=O)c1ccc2c(c1)nc(C)n2-c1cc(OC)c(OC)c(OC)c1
-7.8 | Cc1cc(Br)ccc1NC(=O)C1CCN(S(=O)(=O)c2cccs2)CC1
-1.9 | COc1cccc(NC(=O)CN2C(=O)C3(OCCCO3)c3ccccc32)c1
8.4 | Nc1ccc(C(=O)NCC2COc3ccccc3O2)cc1[N+](=O)[O-] (stereo not drawn)
-7.9 | O=c1c(-c2ccccc2Cl)coc2cc(OCc3ccc(Cl)cc3)ccc12
-2.1 | CC(=O)Nc1ccc(NC(=O)c2ccc(C)cc2)cc1
-5.0 | Cc1cc(NC(=O)CN2CCOCC2)no1
-3.7 | COc1cc(NC(=O)C(F)(F)F)cc(OC)c1
-17.8 | C=CCn1c(=O)/c(=C\c2ccsc2)s/c1=C(/C#N)C(=O)NCCN1CCOCC1
-2.8 | O=C(NC1CCCc2ccccc21)C1CCN(c2c(N3CCCC3)c(=O)c2=O)CC1 (stereo not drawn)
1.7 | Cc1cc(=O)n(CCC(=O)O)c2ccccc12
-58.2 | O=[N+]([O-])c1ccc(O)c(C2Oc3ccccc3C3CC(c4cccs4)=NN32)c1 (stereo not drawn)
-1.3 | O=C(CN1C(=O)C2C3C=CC(C3)C2C1=O)N1CCN(c2ccccn2)CC1 (stereo not drawn)
-87.8 | O=C1CN=C2c3ccccc3N=C(SCc3ccc(F)cc3)N12
-3.5 | CC1=C(C(=O)Nc2ccc(F)cc2)C(c2cccc(Br)c2)C2=C(CC(C)(C)CC2=O)N1 (stereo not drawn)
-4.2 | CCOC(=O)CSc1nc(-c2ccccc2)nc2c1CCCC2
-7.3 | COc1cc(OC)c(-n2cc(-c3ccc(Cl)cc3)[nH]c2=O)cc1Cl
5.1 | O=C(Nc1ccc(-c2nnc(-c3ccccc3)o2)cc1)C1CCCO1 (stereo not drawn)
-0.7 | COC(=O)C1=C(C)NC(=O)NC1c1ccc(OC)cc1OC (stereo not drawn)
-20.4 | COC(=O)c1c(NC(=O)COc2ccccc2Br)sc2c1CCC2
-11.1 | CC(=O)N1c2ccccc2NC2=C(C(=O)CC(c3ccccc3F)C2)C1c1ccc(C)cc1 (stereo not drawn)
3.5 | N#Cc1c(NC(=O)CCN2C(=O)c3ccccc3C2=O)oc(-c2ccccc2)c1-c1ccccc1
14.5 | COC(=O)CSc1nnnn1-c1cccc2ccccc12
-2.8 | C[N+]1(CCN2C(=O)C3CC=C(Cl)CC3C2=O)CCOCC1 (stereo not drawn)
-1.7 | CCS(=O)(=O)NCc1csc(C)n1
-7.8 | CCC(C)NC(=O)c1cc(-c2ccc(F)cc2)on1 (stereo not drawn)
-284.4 | CCCSc1nnc2c(n1)OC(c1ccccc1OCC)Nc1ccccc1-2 (stereo not drawn)
-2.6 | O=C(CSc1nc2ccccc2c(=O)n1Cc1ccccc1)NCc1ccccc1Cl
-5.5 | O=c1c2ccccc2[nH]c(=S)n1CC1COc2ccccc2O1 (stereo not drawn)
4.3 | CC(C)NC(=O)C1CCN(c2nc3cc(Cl)ccc3s2)CC1

Carrying on:
14-3-3 PPI | SMILES
-49.5 | Cc1nc2c(C(=O)NC3CCCCC3)cnn2c(C)c1Cc1cccc(Cl)c1
-2.4 | CC(C)(C)n1ncc2c(=O)n(CC(=O)c3ccccc3)cnc21
0.2 | COc1cccc2c1OC1(C)CC2/C(=C(\C)O)C(=O)N1 (stereo not drawn)
7.2 | CCSc1nc2sc3c(c2c(=O)n1Cc1ccccc1)CC(C)(C)OC3
-4.3 | CC1=C(C(=O)OCC(C)C)C(c2ccc(C(C)(C)C)cc2)N2C(=O)C(C)SC2=N1 (stereo not drawn)
-6.5 | O=C1Nc2ccccc2OC1CC(=O)N1CCN(c2cccc(C(F)(F)F)c2)CC1 (stereo not drawn)
-4.5 | CC1CC(C)CN(C(=O)CSc2nc3ccccc3c3nc4ccccc4n23)C1 (stereo not drawn)
-46.8 | O=C1c2ccccc2-c2c1c(-c1cccc(O)c1)nc1ccc3ccccc3c21

Overlap with the part before: 4 entries, then new ones.
14-3-3 PPI | SMILES
-4.3 | CC1=C(C(=O)OCC(C)C)C(c2ccc(C(C)(C)C)cc2)N2C(=O)C(C)SC2=N1 (stereo not drawn)
-6.5 | O=C1Nc2ccccc2OC1CC(=O)N1CCN(c2cccc(C(F)(F)F)c2)CC1 (stereo not drawn)
-4.5 | CC1CC(C)CN(C(=O)CSc2nc3ccccc3c3nc4ccccc4n23)C1 (stereo not drawn)
-46.8 | O=C1c2ccccc2-c2c1c(-c1cccc(O)c1)nc1ccc3ccccc3c21
-2.6 | O=S(=O)(c1ccc(F)cc1)N1CCN(c2ncnc3c2cnn3-c2ccccc2)CC1
-9.6 | CCOC(=O)c1sc(NC(=O)C2CCCC2)c(C(=O)OCC)c1C
-6.2 | COc1ccc(N2C(=O)c3ccc(C)cc3C2=O)c(OC)c1
9.4 | CC1CCCN(c2ncnc(N)c2[N+](=O)[O-])C1 (stereo not drawn)
3.0 | CCOC(=O)C1(C(F)(F)F)N=C(c2cccnc2)OC(N2CCOCC2)=N1 (stereo not drawn)
2.0 | Nc1nnc(SCC(=O)Nc2ccc(F)c([N+](=O)[O-])c2)s1
4.1 | CC(C)(C)c1nc2scc(-c3ccc(Br)cc3)c2c(=O)o1
-3.0 | COc1ccc(NC(=O)c2cc(S(=O)(=O)NCCc3ccc(Cl)cc3)ccc2F)cc1
-3.9 | COc1ccc(NC(=O)N(C2CCCC2)C2CCN(C(C)=O)CC2)c(OC)c1
-3.4 | Cc1n[nH]c(C)c1S(=O)(=O)NCc1ccc2c(c1)OCO2
-3.4 | COC(=O)CSc1nnc(-c2ccncc2)n1Cc1ccccc1
1.1 | COc1ccc(-n2c(SCC(=O)N3CCCC3)nc3c([nH]c4ccccc43)c2=O)cc1
3.9 | CC/C(=C(\c1ccccc1)c1ccc(OCCN(C)C)cc1)c1ccccc1
-8.4 | COc1ccc(C)cc1NC(=O)CSc1nnc(COc2ccc(C)cc2)n1Cc1ccco1
-0.7 | CCOC(=O)N1CCC(NC(=O)Cn2ncc3ccccc32)CC1
-8.1 | O=C(Nc1ccccc1F)N(CCCN1CCOCC1)Cc1cc2cc3c(cc2[nH]c1=O)OCCO3
-6.4 | CC1CCc2c(sc(NC(=O)c3noc4c3CCCC4)c2C(N)=O)C1 (stereo not drawn)
-3.5 | Cc1ccc2c(c1)nnn2C1CCN(C(=O)NC23CC4CC(CC(C4)C2)C3)CC1
4.3 | CCOC(=O)C1CCCN(C(=O)C2c3cc(OC)c(OC)cc3C(=O)N(C)C2c2cccs2)C1 (stereo not drawn)
4.1 | CN(CC(O)Cn1c2ccccc2c2ccccc21)S(=O)(=O)c1ccc(Cl)cc1 (stereo not drawn)
-2.8 | O=C1c2ccccc2C(=O)N1CCCCN(C(=O)c1ccccc1F)c1ccc(Cl)cc1
3.9&-4.9 | COC(=O)CSc1nnc(CNC(=O)Cc2ccccc2)n1C
-0.9 | COC(=O)c1[nH]c2cccc(Cl)c2c1NC(=O)CN1CCCCC1C (stereo not drawn)
-14.8 | Cc1ccc(S(=O)(=O)N2CCCCC2)cc1C(=O)Nc1ccc2cn[nH]c2c1
-4.2 | COc1ccccc1NC(=O)CSc1nnc(C)n1CCc1ccccc1
-2.1 | O=C(O)CCC(=O)N1CCc2cc(S(=O)(=O)NC3CCCCCC3)ccc21
-9.7 | CC(NC1CCOC(C)(C)C1)c1ccccc1 (stereo not drawn)
3.3 | O=S(=O)(c1ccccc1)N1CCC(O)(c2ccccc2)C2CCCCC21 (stereo not drawn)
-0.5 | Fc1ccc(-c2cc3nc4c(c(N5CCOCC5)n3n2)CCCC4)cc1
-1.6 | CC(=O)c1cccc(N2C(=O)C3C4c5ccccc5C(C(C)=O)(c5ccccc54)C3C2=O)c1 (stereo not drawn)
-3.4 | CN(Cc1ccccc1)c1cc2c(cc1[N+](=O)[O-])C(=O)N(c1ccccc1)C2=O
-8.3 | Cc1cccc(CN2CCN(CC(=O)N3CCOCC3)C2=O)c1
1.7 | O=C(C1CC1)N1CCN=C1SCc1ccccc1
-4.9&-5.5 | O=C(Nc1cccc(O)c1)c1cc(S(=O)(=O)N2CCCC2)ccc1Cl
-1.6 | O=C(Cc1cccs1)NCc1cn2ccccc2n1
-3.5 | CC(=O)c1cc(CN2C(=O)CCC2=O)cs1
-5.6 | COC(=O)c1ccccc1NC(=O)CSc1n[nH]c(C)n1
-3.1 | O=S(=O)(NCc1cccnc1)c1ccc(Cl)cc1
1.9 | O=c1[nH]c(SCc2ccccc2F)nc2c1cnn2-c1ccc(F)cc1
-0.1 | CCOc1ccc(-c2nc3cc(NC(=O)c4cccc(OCC)c4)ccc3o2)cc1
-10.6 | COc1ccc(-n2c(=O)c3c4c(sc3n3cnnc23)COC(C(C)C)C4)cc1 (stereo not drawn)
-1.0 | CCC(=O)N1c2ccccc2NC2=C(C(=O)CC(c3ccc(OC)cc3)C2)C1c1ccc(Cl)cc1 (stereo not drawn)
2.2 | COc1cc(OC)cc(-n2nnnc2SCC(=O)N2CCCc3ccccc32)c1
3.8 | Cc1cc(=O)n2[nH]cnc2n1
-6.1 | OC(CN(c1ccccc1)c1ccccc1)Cn1cnc2ccccc21 (stereo not drawn)
1.1 | COC(=O)CSc1nc(N)c2c3c(sc2n1)CCCC3
